Screens (PubChem)
TMEM16A act: activates or potentiates the mouse TMEM16A chloride channel; B-score at 10 µM; Q8BHY3; HEK293 TMEM16A/YFP-H148Q/I152L, iodide quench fluorescence; hits give low values; 0.3% of 340,000 active;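 active = fluorescence-ratio B-score plate-corrected deviation score at least 3 library SD below zero, with starting fluorescence score within 5 deviations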;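 also: channel opened by trigger with iodide after compound preincubation; score built on the fluorescence ratio of max minus min over baseline; more negative score means more quench and so TMEM16A activation or potentiation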
hERG rescue: shields human hERG channel from block by proarrhythmic agents; activation (rescue from dofetilide block), less the hit threshold, % at 10 µM; CHO-hERG, FluxOR thallium flux, dofetilide IC70 present; 0.51% of 310,000 active; Q12809;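 active = activation above the mean of controls blocked by dofetilide plus 5 SD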;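 also: thallium influx through hERG after potassium depolarization seen as dye fluorescence rise; in these data hits start at about 4.7%; inactives centre near -7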
Target sequence (Q12809 whole entry, looked up): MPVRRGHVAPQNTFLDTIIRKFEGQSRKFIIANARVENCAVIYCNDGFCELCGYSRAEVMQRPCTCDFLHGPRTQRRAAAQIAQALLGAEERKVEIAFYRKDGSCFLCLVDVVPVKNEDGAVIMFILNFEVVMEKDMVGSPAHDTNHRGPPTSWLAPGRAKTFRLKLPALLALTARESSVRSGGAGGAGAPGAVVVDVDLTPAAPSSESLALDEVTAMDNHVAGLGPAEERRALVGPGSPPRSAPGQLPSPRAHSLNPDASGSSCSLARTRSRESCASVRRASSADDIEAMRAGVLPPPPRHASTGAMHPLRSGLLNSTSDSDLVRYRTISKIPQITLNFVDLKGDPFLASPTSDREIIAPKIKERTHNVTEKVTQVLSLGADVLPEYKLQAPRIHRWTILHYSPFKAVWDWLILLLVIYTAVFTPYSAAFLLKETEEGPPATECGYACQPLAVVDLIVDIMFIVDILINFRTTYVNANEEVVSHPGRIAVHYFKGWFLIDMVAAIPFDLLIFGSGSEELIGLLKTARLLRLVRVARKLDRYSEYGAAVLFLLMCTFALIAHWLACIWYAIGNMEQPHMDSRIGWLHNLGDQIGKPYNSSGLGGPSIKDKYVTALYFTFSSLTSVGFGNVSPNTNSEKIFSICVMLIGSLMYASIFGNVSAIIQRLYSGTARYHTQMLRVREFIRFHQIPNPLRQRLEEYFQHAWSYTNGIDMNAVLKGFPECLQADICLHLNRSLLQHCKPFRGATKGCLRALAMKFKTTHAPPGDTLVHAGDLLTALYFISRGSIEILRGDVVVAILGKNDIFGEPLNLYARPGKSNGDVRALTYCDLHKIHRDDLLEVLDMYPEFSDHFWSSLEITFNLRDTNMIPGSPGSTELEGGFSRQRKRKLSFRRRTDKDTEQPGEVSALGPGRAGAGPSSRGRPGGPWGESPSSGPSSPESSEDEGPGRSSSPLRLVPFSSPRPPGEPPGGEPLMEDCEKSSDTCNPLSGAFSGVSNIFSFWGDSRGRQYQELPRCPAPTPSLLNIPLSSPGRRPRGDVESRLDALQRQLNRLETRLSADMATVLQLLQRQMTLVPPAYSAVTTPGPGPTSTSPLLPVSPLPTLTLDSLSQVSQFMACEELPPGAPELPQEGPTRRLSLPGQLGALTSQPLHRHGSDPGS
MrgX1 ag: human MrgX1 receptor agonism, primary screen; 0.44% of 310,000 active; MrgX1-HEK293 cells, Fluo-4 calcium fluorescence, agonist mode; hits give high values; B-score at 10 µM; Q96LB2;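 active = calcium response B-score plate-corrected fluorescence ratio at least 3 library SD, with starting fluorescence B-score inside 5 SD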
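Material: MrgX1-expressing HEK293 cells / Dosing: compound as first of three additions / Incubation: overnight seeding, then 1 h dark dye loading / Signal: Fluo-4 NW calcium fluorescence / Evaluation: B-scored fluorescence response ratio / Benchmarks: positive and negative control wells on each plate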
RGS4 inh: inhibitors of human RGS4; P49798; HEK293 M3R/RGS4 inducible, Fluo-4 calcium flux; hits give high values; triggered by carbachol at its EC20; B-score at 10 µM; 0.45% of 310,000 active; AID 463165;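 active = B-score, a plate-corrected calcium signal, over three deviations above library mean, with baseline fluorescence within five deviations of library mean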;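 also: RGS4 expression induced by doxycycline in cells with stable M3 receptor; B-score is computed from the integrated fluorescence ratio over baseline after carbachol; higher B-score means a larger calcium signal and so more RGS4 inhibition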
RGS4 act: potentiators or activators of RGS4. HEK293 M3R/inducible RGS4, carbachol calcium flux Fluo4; hits give low values. B-score at 10 µM. 0.92% of 310,000 active. AID 463111;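 active = B-score of the integrated calcium signal more than 4 SD below the library mean, with starting fluorescence not abnormally high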;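 also: negative B-score means reduced calcium response which marks RGS4 activation or potentiation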
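Also added: carbachol at ECmax as muscarinic agonist stimulus; Assay system: HEK293 cells with stable M3R and inducible RGS4; Timing: overnight RGS4 induction, 30 min dye load 37 °C, 20 min compound RT; Measured by: Fluo4-AM (2 µM) calcium-flux fluorescence, kinetic read.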
MrgX1 PAM: human MrgX1 positive allosteric modulation, primary screen; AID 588675; 0.63% of 310,000 active; B-score at 10 µM; MrgX1-HEK293, Fluo-4 calcium flux, FDSS; hits give high values;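 active = plate-corrected calcium response at least 3 library SD above typical, normal starting fluorescence, not activating the receptor alone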;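 also: compound read alongside a low EC10 to EC30 dose of BAM8-22 agonist; peak minus trough fluorescence over baseline measured at the second addition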
KCNK3 inh: human KCNK3 channel inhibition, primary screen; CHO-KCNK3 thallium flux, FluxOR fluorescence; hits give low values; B-score at 10 µM; O14649; 0.84% of 340,000 active;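 active = B-score under library mean minus 4 SD, starting fluorescence ratio at most library mean plus 5 SD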;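 also: more negative B-score means stronger inhibition of thallium flux through KCNK3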
KCNK9 block: human KCNK9 channel inhibition; Q9NPC2; HEK293 KCNK9, FluxOR thallium flux fluorescence; hits give low values; B-score at 10 µM; 1.2% of 310,000 active; AID 488922;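 active = ratio B-score over 3 SD below the library mean, with starting fluorescence within 5 SD of its mean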;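 also: negative B-score means less thallium flux so channel inhibition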
KCNQ1 act: human KCNQ1 channel potentiation or activation; P51787; CHO-K1 KCNQ1, thallium flux FluxOR fluorescence; hits give high values; B-score at 10 µM; 0.35% of 310,000 active; AID 2648;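 active = fluorescence ratio B-score, a plate-corrected score, at least three library SD, with initial intensity B-score within 5 SD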
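Doses: Single concentration per compound, DMSO matched to controls | Test system: KCNQ1-transfected CHO-K1 cells | Timing: 90 min dye loading and 20 min compound exposure, both at room temperature | Measured by: Kinetic FluxOR thallium fluorescence, 10-s 1-Hz baseline, 110-s post-stimulus read | Medium: Assay buffer with matched DMSO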
ANO1 block: blocks the mouse calcium-activated chloride channel TMEM16A; AID 588511; HEK293 TMEM16A/YFP iodide influx fluorescence, ionomycin; normalized B-score (activity score, 25-100; higher = stronger inhibition) at 10 µM; 1.2% of 310,000 active;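 active = ratio plate-corrected score three or more library SD toward inhibition, starting fluorescence score within five deviations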;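 also: score derived from kinetic fluorescence span divided by baseline fluorescence per well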
KCNQ1 inh: inhibitors of human KCNQ1 potassium channel. P51787. CHO-K1 KCNQ1, FluxOR thallium flux fluorescence; hits give high values. B-score at 10 µM. 1.3% of 310,000 active;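 active = compounds whose thallium flux B-score, printed positive for inhibition, exceeds three library SD while starting fluorescence stays within three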;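 also: channel opened by potassium depolarization with thallium stimulus after 20 min compound exposure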
* marks the source's active call; other numbers are inactive results; i = inactive; nt = no result given.

Value order: TMEM16A act, hERG rescue, MrgX1 ag, RGS4 inh, RGS4 act, MrgX1 PAM, KCNK3 inh, KCNK9 block, KCNQ1 act, ANO1 block, KCNQ1 inh
Cc1noc(NS(=O)(=O)c2ccc(NC(=O)C(CC(C)C)N3C(=O)c4ccccc4C3=O)cc2)c1C (centres undefined)
    i, -14, i, i, i, i, i, i, i, i, i
CCNS(=O)(=O)c1ccc(NS(=O)(=O)c2cc(C)ccc2C)cc1
    i, -5, i, i, i, i, i, i, i, i, i
FC(F)(F)c1nc2ccccc2n1CCNc1nc(CN2CCCCC2)cs1
    i, -6, i, i, i, i, i, i, i, i, i
CN1CCN(S(=O)(=O)c2cccc(C(=O)NCc3ccccc3Cl)c2)CC1
    i, -13, i, i, i, i, i, i, i, i, i
CCCOc1ccccc1N/C(=N/c1nc(C)cc(C)n1)NC(=O)Nc1ccc(Cl)cc1
    i, -1, i, i, i, i, i, i, i, i, i
CCOC(=O)c1snc(-c2ccc(F)cc2)c1N
    i, -6, i, i, i, i, i, i, i, i, i
CCOc1ccc(NC(=O)CSc2nc3[nH]ncc3c(=O)[nH]2)cc1
    i, -11, i, i, i, i, i, i, i, i, i
Cc1cc(OCC(=O)NC(Cc2c[nH]c3ccc(O)cc23)C(=O)O)c2c(C)c(C)c(=O)oc2c1 (centres undefined)
    i, -5, i, i, i, i, i, i, i, i, i
COc1ccc(NC(=O)CN(C)C(=O)c2cccc(S(=O)(=O)N3CCCc4ccccc43)c2)cc1
    i, -9, i, i, i, i, i, i, i, i, i
O=S(=O)(c1cccc(-c2csc(-c3cccnc3)n2)c1)N1CCOCC1
    i, -14, i, i, i, i, i, i, i, i, i
COc1ccc(CCNC(C(=O)Nc2cc(C)cc(C)c2)c2ccccc2)cc1 (centres undefined)
    i, -16, i, i, i, i, -14*, i, i, i, 12*
NS(=O)(=O)c1ccc(NC(=S)NC(=O)/C=C/c2cccs2)cc1
    i, -16, i, i, i, i, i, i, i, i, i
O=C(CCN1C(=O)/C(=C/c2ccc(Cl)cc2)SC1=S)Nc1cccnc1
    i, 2, i, i, i, i, i, i, i, i, i
O=C(Nc1ccccc1)c1ccccc1OS(=O)(=O)c1ccccc1
    i, -4, i, i, i, i, i, i, i, i, i
O=C1CN(C(=O)c2ccc(Cl)nc2)c2ccccc2N1
    i, -11, i, i, i, i, i, i, i, i, i
COc1ccc(/C=C2/SC(=O)N(CCNC(=O)CC(NC(C)=O)c3ccccc3)C2=O)cc1 (centres undefined)
    i, -7, i, i, i, i, i, i, i, i, i
CN1CCCC(OC(=O)c2ccc3c(c2)OCCO3)C1 (centres undefined)
    i, -3, nt, i, i, nt, i, i, i, nt, i
CCC(O)C1CCN(Cc2cn(-c3ccc(OC)cc3)nc2-c2cccc(F)c2)CC1 (centres undefined)
    i, -14, i, i, i, i, i, i, i, i, i
CC(C)CN(C(=O)c1ccc2c(c1)OCCO2)c1c(N)n(Cc2ccccc2)c(=O)[nH]c1=O
    i, -14, i, i, i, i, i, i, i, i, i
COc1cc(NS(=O)(=O)c2ccc(NC(=O)c3ccc([N+](=O)[O-])cc3)cc2)ncn1
    i, -3, i, i, i, i, i, i, i, i, i
COc1ccc(OC2CCN(S(=O)(=O)c3ccccc3)CC2)cc1
    i, -8, i, i, i, i, i, i, i, i, i
Cc1cc2cc(C)c3nnc(SCC(=O)Nc4ccc(S(=O)(=O)N5CCCCC5C)cc4)n3c2cc1C (centres undefined)
    i, -9, i, i, i, i, i, i, i, i, i
CCCCn1c(-c2csc(CCC)c2)n[nH]c1=S
    i, 0, i, i, -12*, i, i, i, i, i, i
CC(C)CCn1c(=O)c2c(nc3n2CCCN3Cc2ccccc2)n(C)c1=O
    i, -2, i, i, i, i, i, i, i, i, i
Cc1nn(C)c(-c2n[nH]c(=S)n2-c2ccccc2)c1Cl
    i, -9, i, i, i, i, i, i, i, i, i
CN(O)/C=N/C(=S)Nc1ccc(Cl)cc1Cl
    i, -10, i, i, i, i, i, i, i, i, i
COc1cccc([C@@H]2CC=C(C(=O)O)[C@H](c3ccc(Cl)cc3)N2S(=O)(=O)c2ccc(C)cc2)c1
    i, nt, i, nt, nt, i, i, nt, nt, i, nt
Cc1cc(C)n(-c2nnc(C)n2/N=C/c2ccccc2O)n1
    i, -2, i, i, i, i, i, i, i, i, i
COc1ccc(CC(=O)NCCN2CCOCC2)cc1
    i, -2, i, i, i, i, i, i, i, i, i
COc1ccc(-c2nnc(SCc3nc4ccccc4s3)n2C(C)C)cc1
    i, -11, i, i, i, i, i, i, i, i, i
CCOC(=O)N1CCN(C(=O)C2CCN(S(=O)(=O)c3cc(C)ccc3OC)CC2)CC1
    i, -6, i, i, i, i, i, i, i, i, i
CCN(CC)S(=O)(=O)c1ccc2[nH]c(=O)cc(C(=O)NCC3CCCO3)c2c1 (centres undefined)
    i, -10, i, i, i, i, i, i, i, i, i
CCN(CC)CCCNc1nc(C)cc(COC)c1C#N
    i, -12, i, i, i, i, i, i, i, i, i
OC(CN1CCN(c2ccc(F)cc2)CC1)c1ccc(Cl)cc1 (centres undefined)
    i, -1, i, i, i, i, i, i, i, i, i
COc1ccc(CN(C)C(=O)c2cc(S(=O)(=O)N3CCCCCC3)ccc2OC)cc1OC
    i, -6, i, i, i, i, i, i, i, i, i
CCOCCCNC(=O)CCc1nnc2n(CCC(C)C)c(=O)c3ccccc3n12
    i, 0, i, i, i, i, i, i, i, i, i
N#Cc1ccccc1OCC(=O)NC(=O)NCc1ccccc1
    i, -13, i, i, i, i, i, i, i, i, i
O=C(CN1CCN(Cc2ccccc2)CC1)N1CCCCCC1
    i, -12, i, i, i, i, i, i, i, i, i
O=C(CN(C(=O)c1ccco1)c1cccc(F)c1)NCc1ccc(F)cc1
    i, -7, i, i, i, i, i, i, i, i, i
COc1ccc2nc(SCC(=O)NC3CC3)c(C#N)cc2c1
    i, -8, i, i, i, i, i, i, i, i, i
CC(C)CC(=O)Nc1ccc(C(=O)CN2C(=O)NC3(CCOc4ccccc43)C2=O)cc1 (centres undefined)
    i, -12, i, i, i, i, i, i, i, i, i
S=c1nccc(-c2ccc3c(c2)CCO3)[nH]1
    i, -8, i, i, i, i, i, i, i, i, i
COc1ccc(C2=CC3=C(Br)C(=O)C(C)(O)C(=O)C3=CO2)cc1 (centres undefined)
    i, -12, i, i, i, i, i, i, i, i, i
CCOc1cccc2cc(C(=O)NCc3ccc(C)cc3)c(=N)oc12
    i, -7, i, i, i, i, i, i, i, i, i
COc1nccnc1NS(=O)(=O)c1ccc(NC(=O)c2ccccc2Br)cc1
    i, -4, i, i, i, i, i, i, i, i, i
O=C(CCl)Nc1cc2[nH]c(=O)[nH]c2cc1Br
    i, -12, i, i, i, i, i, i, i, i, i
Cc1ccc(NC(=O)c2ccco2)cc1C
    i, -14, i, i, i, i, i, i, i, i, i
O=C(Nc1nc2ccccc2n1Cc1ccc(Cl)cc1)c1ccco1
    i, 3, i, i, i, i, i, i, i, i, i
COCc1cc(C)nc(OCC(=O)N/N=C/c2ccccc2)c1C#N
    i, -7, i, i, i, i, i, i, i, i, i
CCOC(=O)c1ccc(NC(=O)Cn2cc3c(n2)CCC(C)C3)cc1 (centres undefined)
    i, -9, i, i, i, i, i, i, i, i, i
Cc1cc(-c2cccnc2)c(C#N)c(SCC#N)n1
    i, -1, i, i, i, i, i, i, i, i, i
Cc1c(Br)c([N+](=O)[O-])nn1CC(=O)NCc1ccco1
    i, -12, i, i, i, i, i, i, i, i, i
CC12CC3CC(C)(C1)CC(C(=O)NCc1ccncc1)(C3)C2
    i, 1, i, i, i, i, i, i, i, i, i
Cn1nc(C(=O)OCc2ccc(Br)cc2F)c2ccccc2c1=O
    i, -2, i, i, i, i, i, i, i, i, i
Cc1nc2cc(NCc3cc([N+](=O)[O-])ccc3O)ccc2n1Cc1ccccc1
    i, -12, i, i, i, i, i, i, i, i, i
COc1ccc(NC(=O)c2ccccc2N(Cc2ccccc2)S(C)(=O)=O)c(OC)c1
    i, -5, i, i, i, i, i, i, i, i, i
c1ccc(Cc2cc(-c3ccccc3)on2)cc1
    i, -4, i, i, i, i, i, i, i, i, i
O=C(NCCCCc1ccccc1)C1CC(c2ccc([N+](=O)[O-])cc2)=NO1 (centres undefined)
    i, -3, i, i, i, i, i, i, i, i, i
C/C(=N\NC(=O)CNc1cccc2ccccc12)c1ccc(Br)s1
    i, -3, i, i, i, i, i, i, i, i, i
COc1ccc(NC(=O)CSc2nc3c(c(=O)n2C)SCC3)cc1OC
    i, -6, i, i, i, i, i, i, i, i, i

(list continues)
Value order: TMEM16A act, hERG rescue, MrgX1 ag, RGS4 inh, RGS4 act, MrgX1 PAM, KCNK3 inh, KCNK9 block, KCNQ1 act, ANO1 block, KCNQ1 inh
Cc1cccc2nc(-c3cccc(NC(=O)c4ccc(Cl)cc4)c3)cn12
    i, -20, i, i, i, i, i, i, i, i, i
O=C(NCCCN1CCOCC1)c1ccc(CS(=O)(=O)c2c(Cl)cccc2Cl)o1
    i, -6, i, i, i, i, i, i, i, i, i
Cc1ccc(OCC(=O)Nc2ccc3c4c(cccc24)CC3)c(C)c1
    i, 4, i, i, i, i, i, i, i, i, i
CC(C)CCNC(=O)Cn1c(=O)oc2cc(S(=O)(=O)N3CCc4ccccc43)ccc21
    i, -1, i, i, i, i, i, -9.2*, i, i, i
CCOC(CCn1c(SCC(=O)NC2CCCC2)nc2ccccc2c1=O)OCC
    i, -10, i, i, i, i, i, i, i, i, i
CC(C)N1CCCC(CNC(=O)CCc2nnc(CCCCc3ccccc3)o2)C1 (centres undefined)
    i, -14, i, i, i, i, i, i, i, i, i
CC(C)(C)OC(=O)N/N=C/c1cccc([N+](=O)[O-])c1
    i, -15, i, i, i, i, i, i, i, i, i
Cc1cc(C)n(-c2nc(N(C)C)nc(N(C)C)n2)n1
    i, 0, i, i, i, i, i, i, i, i, i
CCOC(=O)c1c(NC(=O)CSc2nnc3c(n2)[nH]c2ccc(F)cc23)sc(C(C)=O)c1C
    i, nt, i, nt, nt, i, i, nt, nt, i, nt
